MEP2 TOR yeast – yeast TOR pathway MEP2-GFP modulation. GFP response vs DMSO, % at 10 µM. 330,000 tested, 0.51% active. S. cerevisiae MEP2-GFP strain, flow cytometry GFP, 3 h; 100% = DMSO control level;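 active = GFP response versus DMSO above a set limit, roughly screen mean plus 3 SD, cut at about 180% in these data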;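 also: median GFP fluorescence of the barcode-gated MEP2-GFP cells per well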
EBNA-1 inhibitor – blocks EBNA-1 binding to DNA; inhibition, % at 14.8 µM; AID 1950; 300,000 tested, 0.34% active; EBNA-1 DNA binding, fluorescence polarization; in the data active = inhibition above about 28%
procasp7 counter – counter-screen for procaspase-3 activators: activators of human procaspase-7 | recombinant procaspase-7, Ac-DEVD-pNA absorbance 405 nm; D23A/D198A/D206A triple mutant, cannot self-cleave; scale: DMSO 0, 5 µM enzyme 100 | activation, % at 8.5 µM | 330,000 tested, 0.093% active | AID 463210;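 active = percent activation above the screen-wide mean plus 3 SD, cut at about 25% in these data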
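Assay system: Uncleavable procaspase-7 mutant enzyme; Input: 2 µM procaspase-7 mutant as dispensed; Also added: DEVD-pNA substrate; Medium: Zinc-free HEPES pH 7.4 with 300 mM NaCl, 0.01% Triton X-100; Timing: 1 h compound preincubation, 2 h substrate cleavage, 25 °C; Measured by: Epi-absorbance of released pNA at 405 nm, two timepoints.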
AHR activator – activates the human aryl hydrocarbon receptor | AID 2796 | activation, % at 5 µM | P35869 | 320,000 tested, 2.5% active | AHR-responsive luciferase reporter cells, luminescence; in the data active = activation above about 47%;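 also: 0% = vehicle wells and 100% = reference agonist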
ZTA DNA inh – blocks Epstein-Barr virus ZTA, an EBNA-1 counter-screen; P03206; 320,000 tested, 0.15% active; inhibition, % at 11 µM; ZTA-DNA binding, fluorescence polarization; in the data active = inhibition above about 33%
RPL19A-GFP yeast – yeast TOR pathway RPL19A-GFP modulation | S. cerevisiae RPL19A-GFP strain, flow cytometry, 3 h; hits give low values | percent response vs DMSO, % at 10 µM | AID 2025 | 330,000 tested, 0.3% active;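 active = percent response vs DMSO below 50%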;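 also: median channel GFP fluorescence of the barcoded RPL19A-GFP strain; ratio of sample median GFP to plate DMSO average so 100% = DMSO; lower means less RPL19A-GFP as with rapamycin TOR inhibition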
procasp3 activ – activators of human procaspase-3; P42574; 330,000 tested, 0.11% active; activation, % at 8.5 µM; recombinant procaspase-3 D3A, Ac-DEVD-pNA absorbance 405 nm;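 active = activation above the mean of all tested compounds plus 3 SD, cut at about 21% in these data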;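 also: 0% = DMSO alone and 100% = DMSO wells spiked with extra 5 µM PC-3 D3A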
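Assay system – Procaspase-3 D3A mutant, all three cleavage aspartates alanine · Controls – DMSO-only low control, 5 µM PC-3 D3A high control · Schedule – 1 h compound preincubation, 2 h substrate hydrolysis at 25 °C · Signal – 405 nm absorbance of p-nitroaniline, reads at 0 and 120 min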
LAP4-GFP MLPCN – yeast TOR pathway LAP4-GFP modulation; 320,000 tested, 0.34% active; GFP response vs DMSO, % at 10 µM; AID 2023; S. cerevisiae LAP4-GFP multiplex, flow cytometry GFP, 3 h; median GFP as percent of DMSO wells;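 active = GFP response vs DMSO above a set limit, about the screen mean plus 3 SD, cut at about 150% in these data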
Numbers without * were called inactive; x = not tested or not shown.

The opening five records (preview)
Value order – MEP2 TOR yeast | EBNA-1 inhibitor | procasp7 counter | AHR activator | ZTA DNA inh | RPL19A-GFP yeast | procasp3 activ | LAP4-GFP MLPCN
1	CN(c1ccccc1)S(=O)(=O)c1cccc(NC(=O)c2ccc(Cl)c([N+](=O)[O-])c2)c1
    99.1 | x | -0.8 | 5.8 | x | 101.6 | 8.2 | 89.9
2	COc1cccc(N(C(=O)C2COc3ccccc3O2)C(C(=O)NC2CCCCC2)c2ccc(O)cc2)c1 (stereo not given)
    x | 14.0 | 0.2 | 1.2 | 12.3 | x | -3.3 | x
3	Cc1ccc(N(CN2CCCC2=O)C(=O)c2ccc(C)c(C)c2)cc1
    103.9 | 5.0 | 9.9 | 0.1 | 12.9 | 100.4 | -2.9 | 102.3
4	NC(=O)c1ccsc1NC(=O)COC(=O)c1ccccc1F
    98.5 | x | 10.7 | 0.1 | -2.7 | 93.0 | 8.6 | 94.2
5	Cc1ccccc1NC(=O)Cn1cnc2c1c(=O)n(C)c(=O)n2C
    101.3 | 4.0 | 10.1 | -0.2 | -19.1 | 96.3 | 1.9 | 101.2

The whole of this part, from the first entry:
Value order – MEP2 TOR yeast | EBNA-1 inhibitor | procasp7 counter | AHR activator | ZTA DNA inh | RPL19A-GFP yeast | procasp3 activ | LAP4-GFP MLPCN
1	CN(c1ccccc1)S(=O)(=O)c1cccc(NC(=O)c2ccc(Cl)c([N+](=O)[O-])c2)c1
    99.1 | x | -0.8 | 5.8 | x | 101.6 | 8.2 | 89.9
2	COc1cccc(N(C(=O)C2COc3ccccc3O2)C(C(=O)NC2CCCCC2)c2ccc(O)cc2)c1 (stereo not given)
    x | 14.0 | 0.2 | 1.2 | 12.3 | x | -3.3 | x
3	Cc1ccc(N(CN2CCCC2=O)C(=O)c2ccc(C)c(C)c2)cc1
    103.9 | 5.0 | 9.9 | 0.1 | 12.9 | 100.4 | -2.9 | 102.3
4	NC(=O)c1ccsc1NC(=O)COC(=O)c1ccccc1F
    98.5 | x | 10.7 | 0.1 | -2.7 | 93.0 | 8.6 | 94.2
5	Cc1ccccc1NC(=O)Cn1cnc2c1c(=O)n(C)c(=O)n2C
    101.3 | 4.0 | 10.1 | -0.2 | -19.1 | 96.3 | 1.9 | 101.2
6	COc1ccc(NC(=O)C(CC(C)C)NC(=O)C2CCC(C)CC2)c(OC)c1 (stereo not given)
    102.9 | 1.4 | 7.7 | 0.4 | -8.1 | 102.8 | 2.9 | 115.4
7	CCOC(=O)C1CCCN(c2c(Nc3cccc(C)c3)c(=O)c2=O)C1 (stereo not given)
    98.8 | -0.8 | 9.1 | -0.5 | -16.0 | 97.9 | 2.6 | 105.8
8	CCC(=O)NS(=O)(=O)c1cccnc1Nc1ccc(Cl)cc1
    107.6 | 6.8 | -3.0 | -1.7 | -10.1 | 102.6 | 7.9 | 107.4
9	COc1ccc(/C=N/NC(=O)Cn2cnc3c2c(=O)n(C)c(=O)n3C)cc1
    94.3 | 8.0 | 2.9 | 2.7 | -7.4 | 96.4 | -0.6 | 103.8
10	O=S(=O)(NCc1cccs1)c1ccc(Br)s1
    110.9 | 5.4 | -0.9 | 0.0 | -2.9 | 98.0 | 8.8 | 103.2
11	Cc1ccc(-c2noc(CN(C(=O)CCN3C(=O)c4ccccc4C3=O)C(C)C)n2)cc1
    97.8 | -7.8 | -7.1 | 1.0 | 0.3 | 96.9 | 11.2 | 101.6
12	Cc1ccccc1-c1cc(C(=O)NCc2ccco2)n(CC2CC(c3cccnc3)=NO2)n1 (stereo not given)
    89.3 | x | -1.0 | -0.5 | -2.7 | 93.8 | -4.6 | 78.6
13	CCCCn1c(O)c(N=NC(=O)c2ccco2)c2ccccc21
    x | 1.3 | 4.3 | 76.2* | 11.9 | x | 4.4 | x
14	CCOC(=O)CCc1c(C)nc2ncnn2c1C
    96.8 | -21.8 | 3.5 | 2.9 | -0.2 | 94.6 | 7.7 | 90.6
15	CC(=O)NC1=NN(C(C)=O)C(C)(c2ccc3ccccc3c2)S1 (stereo not given)
    112.5 | 4.2 | 3.2 | 1.2 | -11.9 | 99.9 | -8.7 | 100.3
16	CCC1Oc2ccccc2N(CC(=O)NCCC2=CCCCC2)C1=O (stereo not given)
    94.9 | -0.5 | -4.2 | 0.5 | -22.8 | 94.0 | -4.2 | 100.1
17	Cc1cccc2sc(NC(=O)[C@@H]3CCCN3C(=O)c3cccs3)nc12
    104.6 | -1.1 | 2.2 | 8.4 | -2.4 | 100.6 | 0.7 | 108.7
18	Cc1ccc(-n2c(SCC(=O)Nc3ccc(Cl)cc3)nc(O)cc2=O)cc1
    83.0 | 7.7 | -6.1 | 0.9 | 19.8 | 86.9 | 7.2 | 85.3
19	Cc1ccc(-c2nn(-c3ccccc3)cc2C2SCC(=O)N2Cc2ccccc2)o1 (stereo not given)
    97.7 | -12.3 | 1.0 | 13.8 | -7.5 | 99.1 | 0.2 | 109.2
20	CCOC(=O)C(C)Oc1cccc2c(=O)n(CC(=O)N3CCc4ccccc43)ccc12 (stereo not given)
    91.6 | 7.0 | -7.2 | 4.3 | -8.2 | 97.2 | 8.0 | 94.2
21	COc1ccc(/C=C(\NC(=O)c2ccco2)C(=O)NC(Cc2ccccc2)C(=O)O)cc1 (stereo not given)
    100.6 | -3.4 | -13.1 | 1.7 | -4.5 | 102.8 | 5.8 | 94.5
22	O=C(Nc1ccc(CN2CCOCC2)cc1)c1ccco1
    106.4 | 7.2 | -11.8 | 7.3 | -3.7 | 112.3 | -1.6 | 96.1
23	O=[N+]([O-])c1cc(S(=O)(=O)Nc2ccccc2)ccc1N1CCN(c2ccccc2)CC1
    101.4 | -9.0 | 2.1 | 0.0 | 5.6 | 101.5 | 9.6 | 95.8
24	CCCCNc1nc(CC)c2c(c1C#N)CCCC2
    104.4 | 0.9 | 6.7 | 6.2 | 6.3 | 101.8 | 5.5 | 101.4
25	Brc1ccc(N=Nc2ccc3ccccc3n2)cc1
    107.0 | -0.1 | 2.8 | 7.7 | -7.9 | 97.0 | 2.8 | 115.7
26	CC(=O)Nc1cccc(Oc2cnc3ccccc3n2)c1
    100.6 | 5.0 | 7.7 | 8.3 | 1.6 | 96.7 | 3.6 | 101.1
27	Cc1ccc2c(NC(=S)NC(=O)c3ccccc3)cccc2n1
    100.7 | -1.8 | -7.2 | 41.6 | 2.9 | 97.2 | -3.0 | 103.8
28	CC(=O)Nc1ccc(S(=O)(=O)Oc2cccc(/C=C3\SC(N)=NC3=O)c2)cc1
    102.5 | -2.0 | 2.4 | 1.7 | 9.4 | 103.3 | 4.5 | 108.8
29	Cc1cc(=O)[nH]c(N=N/C(=N/Nc2ccccc2C)c2ccccc2)n1
    98.3 | 0.8 | -5.0 | 7.4 | 9.3 | 95.8 | 2.5 | 99.6
30	CCC1(CC)NC(=O)N(CC(=O)OCC(=O)c2ccccc2OC)C1=O
    105.0 | 9.2 | 23.8 | -1.5 | -8.1 | 102.3 | -5.0 | 101.3
31	COC(=O)C(=O)/C=C(\O)c1c(C)cc(C)cc1C
    138.3 | -0.5 | -2.0 | 0.5 | -1.5 | 100.2 | 1.4 | 136.8
32	CN(Cc1ccccc1N1CCCC1)C(=O)c1cc2cc(Cl)ccc2o1
    96.4 | x | -8.6 | 15.0 | -7.6 | 100.6 | 2.7 | 106.3
33	COc1ccc(-c2nnc(SC(C)C(=O)NNC(=O)c3ccc(C)cc3)o2)cc1 (stereo not given)
    103.6 | -3.5 | 2.1 | 20.0 | 12.3 | 104.2 | -2.1 | 94.8
34	O=C(c1ccc(CS(=O)(=O)Cc2ccc(Cl)cc2)o1)N1CCCC1
    99.5 | -3.2 | -3.5 | -1.9 | 4.0 | 96.4 | 0.8 | 91.9
35	CCN1CCN(CCC(=O)Nc2cc(OC)ccc2OC)CC1
    110.2 | -7.8 | -4.0 | -0.3 | -9.1 | 98.9 | 0.9 | 100.4
36	C=CCn1c(SCC(=O)Nc2ccc(-c3nc4ccc(C)cc4s3)cc2)nnc1-c1ccccc1
    103.8 | -10.4 | -13.5 | -0.1 | 6.0 | 99.3 | -19.1 | 94.6
37	O=C(CNC(=O)c1ccc(-c2ccccc2)cc1)OCc1ccc(Cl)cc1
    103.6 | -1.3 | -6.4 | -0.6 | 2.5 | 99.0 | -2.1 | 98.2
38	CCC(C)[C@H]1CNC(=S)N1CCC12CC3CC(CC(C3)C1)C2 (stereo not given in full)
    91.7 | 9.7 | -13.5 | -0.4 | -5.4 | 96.2 | -1.8 | 132.6
39	CCCC(C)NC(=O)C1CCN(S(=O)(=O)c2ccccc2)CC1 (stereo not given)
    93.9 | 10.3 | 6.3 | 0.7 | 4.0 | 95.9 | 0.3 | 93.3
40	Cc1cc(C)nc(SCC(=O)Nc2nc(-c3ccccc3)c(-c3ccccc3)o2)n1
    100.0 | 10.3 | 10.2 | 7.1 | 6.8 | 103.5 | -5.1 | 94.8
41	Cc1ccc(NC(=O)CSc2ncn[nH]2)cc1
    99.1 | -7.2 | 2.4 | -2.2 | 0.3 | 96.6 | -6.6 | 97.6
42	C=CC(=O)Nc1ccc(Br)cc1
    111.6 | 4.7 | 10.2 | 2.8 | -0.3 | 98.8 | 5.5 | 112.1
43	COc1ccc(CCNC(=O)/C=C/c2ccco2)cc1
    95.7 | 7.3 | 1.1 | 1.5 | 4.3 | 98.9 | 2.8 | 97.1
44	C=CCn1c(SCC(=O)Nc2ccc(F)cc2)nc2ccccc2c1=O
    99.8 | 9.8 | 3.2 | -1.4 | -23.9 | 98.7 | 1.7 | 86.1
45	C[C@@]12C(=O)Nc3cc(Cl)ccc3C(=O)N1[C@H]1c3cc(Cl)ccc3OC[C@@H]1[C@@H]2c1ccccc1
    86.2 | x | 6.3 | 14.7 | x | 89.8 | 2.9 | 91.8
46	Cc1cc(C)n(C(=O)CNC(=O)Cc2ccccc2)n1
    101.1 | 8.7 | 3.3 | -0.7 | 9.1 | 103.5 | 13.2 | 104.4
47	O=C(CNC(=O)c1ccccc1F)OCCOc1cccc(Cl)c1
    98.3 | -5.2 | 15.3 | 1.5 | 4.7 | 99.4 | 4.8 | 122.1
48	CN(Cc1ccccc1)C(=O)c1cccc(C(=O)N(C)Cc2ccccc2)c1
    95.2 | -5.4 | 6.9 | 1.7 | 9.1 | 102.8 | 5.5 | 104.2
49	COCCC(=O)N1CCC(Oc2ccc(C(=O)N3CCCCC3COC)cc2)CC1 (stereo not given)
    96.0 | -3.5 | 6.0 | -0.5 | 2.0 | 98.8 | -5.1 | 95.0
50	CN(C(=O)CN1CCN(c2cnn(-c3ccccc3)c(=O)c2Cl)CC1)C1CCS(=O)(=O)C1 (stereo not given)
    96.3 | x | 7.5 | 0.4 | 4.8 | 95.2 | 6.1 | 99.1

Continuation:
Value order – MEP2 TOR yeast | EBNA-1 inhibitor | procasp7 counter | AHR activator | ZTA DNA inh | RPL19A-GFP yeast | procasp3 activ | LAP4-GFP MLPCN
51	CC(C)[C@H](NC(=O)C1CCN(S(=O)(=O)c2ccccc2)CC1)C(=O)NCc1ccccn1
    103.4 | 7.5 | 9.8 | -2.3 | 13.3 | 98.7 | -0.2 | 95.7
52	Cc1c(Cl)cccc1NC(=O)CSc1ncnc2c1cnn2CCc1ccccc1
    97.7 | -6.1 | 10.2 | 1.2 | 11.8 | 94.3 | 1.5 | 100.8
53	O=C(NNC(=O)c1cnccn1)c1ccc(Cl)c(Cl)c1
    99.1 | -8.1 | -3.3 | -0.2 | 21.2 | 91.1 | -0.8 | 109.1
54	O=C(O)/C(=C\c1ccco1)NC(=O)c1ccc(Br)o1
    106.5 | 1.1 | 5.6 | 0.4 | -0.3 | 101.6 | 1.1 | 113.4
55	COc1ccccc1OCC(=O)Nc1ccc(S(=O)(=O)Nc2nc(C)cc(C)n2)cc1
    107.4 | 0.2 | 5.2 | 0.7 | -5.4 | 102.6 | -1.8 | 98.9

Screens (PubChem)
